From PubChem
M17LAP inhibition: P. falciparum M17LAP inhibitors, primary screen, biochemical, fluorogenic H-Leu-NHMec substrate, 1536-well (AID 1619); recombinant M17LAP, H-Leu-NHMec fluorogenic kinetic assay; higher % means a stronger effect; inhibition, % at 30 µM; hits with a dose series show IC50 in µM; actives 0.38% (n = 220,000);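 active = compound inhibiting the enzyme by more than half at any dose during confirmatory dose-response retesting; inconclusive = strong single-dose inhibitors picked by rank but not retested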;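 note: plate controls were full reaction with DMSO carrier for no effect and no enzyme background for full effect; strong numbers were not always called active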
ER stress rescue: protection against thapsigargin-triggered cell killing – 384-well, CSM14.1, ATP luminescence, primary screen (AID 1222). CSM14.1 thapsigargin-induced death rescue, ATP luminescence; higher % means a stronger effect. cellular ATP content (survival), % at 20 µM, or EC50 in µM where a hit was titrated. 190,000 tested, under 10 active;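 active = EC50 below 50 µM in the dose-response confirmation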;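 note: death triggered by thapsigargin at about 15 µM added after 2 h compound pretreatment; cell ATP read after overnight thapsigargin exposure of roughly 18 to 22 hours; normalized against plate controls of thapsigargin alone and 5% DMSO vehicle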
P. falciparum M1AAP: malaria alanyl aminopeptidase activity blockers – biochemical, fluorogenic H-Leu-NHMec substrate, 1536-well (AID 1445); actives 0.42% (n = 220,000); inhibition, % at 30 µM; hits with a dose series show IC50 in µM; recombinant M1AAP, H-Leu-NHMec fluorogenic kinetic assay; higher % means a stronger effect;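 active = primary inhibition above the hit cutoff, then over 50% inhibition at one or more dose response concentrations, cut at about 23% in these data, passing the limit was not always enough; inconclusive = conflicting primary data, or primary hits not chosen for dose response; inactive = low primary inhibition, or under 50% at every dose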;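 note: plate controls were DMSO full reaction for no effect and no enzyme background for full effect; strong numbers were not always called active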
Autophagy mod: autophagy modulation, high-content screen. MEF GFP-LC3 puncta imaging; test concentration mostly 10 µM. calls only at 10 µM (by protocol). actives 0.98% (n = 190,000). AID 463193;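 active = percentage of spot-positive cells more than 3 SD above its plate mean, without a fluorescence outlier flag or 80% toxicity; inconclusive = no clear call, values can overlap the other calls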;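 note: spot-positive cell cutoff set from DMSO-treated cells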
Yfh1-depleted yeast: mitochondrial function rescue without frataxin homolog – Friedreich's ataxia, plus single-dose screen, dose response (AID 1465); S. cerevisiae Yfh1-off respiration, WST-1 reduction, 72 h; higher fold induction means a stronger effect; one-dose fold induction at 50 µM; EC50 in µM for titrated hits; actives 0.074% (n = 220,000);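 active = fold induction of absorbance versus untreated yeast above a set limit, then at least 30% activation at any dose in follow-up; inconclusive = repeats straddling the limit, or above it without dose testing; inactive = fold induction below the set limit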;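 note: activators that raise dye reduction in frataxin-depleted yeast; strong numbers were not always called active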
MT stabilize HCS: stabilizes microtubules in HeLa cells; HeLa tubulin immunostaining HCS, 24 h; share of cells brighter than vehicle mean+2SD; % tubulin-high responders, % at 10 µM; actives 0.83% (n = 200,000);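 active = plate Z-score above 3 for both tubulin-high and condensed-nucleus cell shares, with cell loss under 80%, at 10 µM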;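 note: anti alpha tubulin signal scored within the nucleus-defined area of each cell; some results filed as inactive read as strong as hits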
Ins promoter up: MIN6 insulin promoter up-regulation; actives 0.3% (n = 190,000); MIN6 insulin promoter-GFP reporter, high-content imaging; active compounds read high; z-score at 5 µM;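 active = z-score above 3 at 5 µM with at least 500 cells counted in the well; inconclusive = wells under 500 cells, flagged as cytotoxic or low count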
Dynein transport: blocks dynein driven cargo transport along microtubules; 3617.4 mouse cells, GR-EGFP nuclear translocation imaging; test concentration mostly 20 µM; stimulated with dexamethasone, 1 µM; active compounds read low; z-score, hits read low; actives 0.47% (n = 220,000); AID 1381;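 active = plate z-score of nuclear minus cytoplasmic receptor signal below a set negative limit, without overly bright fluorescence or cell loss, cut at about -3.5 in these data, passing the limit was not always enough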;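 note: z-score of nuclear minus cytoplasmic ring GR-EGFP intensity difference per well; some compounds called inactive have numbers as strong as hits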
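medium = tetracycline-free induction medium containing charcoal-stripped FBS | also added = 1.0 µM final dexamethasone stimulus | schedule = 48 h induction, 1 h compound, 30 min dex at 37 °C | technique = fixed, Hoechst-stained cells imaged at 10x for EGFP | measure = GR-EGFP nuclear translocation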
Hep lipid drop: hepatic lipid droplet formation modulation; AML12 mouse hepatocytes, oleate lipid droplets, BODIPY imaging; inhibition, % at 6.5 µM; actives 0.4% (n = 240,000);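 active = lipid droplet intensity inhibited by at least 50%, with more than 500 cells counted; inconclusive = wells with under 300 cells, treated as cytotoxic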
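Assay system: AML12 mouse liver cells | Compound dosing: One dose, 6.5 µM compound | Read-out basis: Droplet intensity reduction, % inhibition | Measured by: Fluorescence imaging, 20x objective, two fields per well | Schedule: Overnight treatment with compound plus oleate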
Dynein transport cytoplasmic EGFP: second read-out of Dynein transport, no call of its own (marks repeat the call); z-score; measured here: cytoplasmic GR-EGFP intensity; active compounds read high
Dynein transport nuclear GR-EGFP: recorded beside Dynein transport, whose call it bears; z-score; measured here: nuclear GR-EGFP intensity;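 lower value marks the stronger effect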
Dynein transport cell count: second read-out of Dynein transport, no call of its own (marks repeat the call); z-score; measured here: cell count per field
Ins promoter up cell count: further read-out of Ins promoter up, marked with its call; cell count; measured here: cytotoxicity, nuclei count;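 total cells summed across four imaged fields per well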
Hep lipid drop cells 6.5 µM: further read-out of Hep lipid drop, marked with its call; cell count; measured here: cell count, cytotoxicity flag;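 cells counted across two imaged fields per well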
MT stabilize HCS Hoechst-high %: further read-out of MT stabilize HCS, marked with its call; % Hoechst-high responders; measured here: nuclear condensation Hoechst responders;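 share of cells brighter than vehicle mean plus two SD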
MT stabilize HCS cytotoxicity %: further read-out of MT stabilize HCS, marked with its call; toxicity, %; measured here: cytotoxicity by cell density;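 0% = mean cell density of plate MIN control wells and 100% = no cells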
Autophagy mod cell loss 18 h: further read-out of Autophagy mod, marked with its call; toxicity, %; measured here: cell loss, nuclei count;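 cell loss after 18 h compound exposure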
Starred values were filed as active, the others as inactive; i = inactive; ? = inconclusive; nt = no result given; + = active, no number. Rows are unselected; about 3.5% have a hit in one of these screens.

compound,Dynein transport cell count,MT stabilize HCS cytotoxicity %,Ins promoter up cell count,MT stabilize HCS Hoechst-high %,ER stress rescue,Yfh1-depleted yeast,M17LAP inhibition,Dynein transport nuclear GR-EGFP,Autophagy mod cell loss 18 h,Hep lipid drop,P. falciparum M1AAP,Autophagy mod,Dynein transport cytoplasmic EGFP,MT stabilize HCS,Ins promoter up,Hep lipid drop cells 6.5 µM,Dynein transport
CC(=O)c1c(N2CCN(c3ccc(F)cc3)CC2)nc(=S)n(-c2ccccc2)c1C,1.1,5.6,1161,3.4,1.2%,i,6%,-0.59,-6,nt,3%,i,-0.15,4.3,-0.04,nt,-0.48
CN(C)S(=O)(=O)c1ccc(C(=O)Nc2nc(-c3ccccc3)c(C(=O)c3ccccc3)s2)cc1,-1.3,7.4,1259,3.8,-4.5%,i,5%,1,-5,-9,6%,i,-0.26,5.8,0.65,633,2.1
COc1cccc(-c2cc(C(=O)Nc3cc(C)nn3-c3ccccc3)no2)c1,0.8,3.6,nt,1.7,-0.8%,i,-6%,-0.36,0,12,-1%,i,0.021,1.5,nt,774,-0.77
CC1=CC(C)C2C(=O)N(c3ccccc3)NC(=O)C2C1 (centres undefined),0.59,7.4,1298,3.5,-0.3%,i,3%,-0.6,-5,-30,3%,i,-0.17,2.1,0.73,621,-0.31
Cc1cc(C(=O)NCC2CCCO2)n(-c2ccccc2)n1 (centres undefined),-0.75,2.6,857,2.4,-0.4%,i,7%,0.47,4,nt,8%,i,-0.068,4.4,1.7,nt,0.49
COc1ccc(N/C(=N\c2nc(C)cc(C)n2)NC(C)=O)cc1OC,0.33,8.9,1995,3.4,-1.9%,i,8%,-0.21,-1,17,4%,i,-0.4,4.0,0.02,595,-0.29
NC(=NC(=O)c1ccc(OCC(F)(F)F)nc1)c1ccccc1,-0.83,nt,961,nt,nt,i,-14%,1.2,nt,14,-5%,nt,0.34,nt,-0.11,732,0.82
O=C(c1ccc2c(=O)n3c(nc2c1)CCCCC3)N1CCN(c2ccccc2)CC1,0.12,nt,1415,nt,nt,i,0%,-0.53,nt,3,8%,nt,-0.25,nt,-0.42,694,-0.68
O=C(NC(=S)NCc1ccccc1)c1ccccc1,0.89,7.8,1374,2.1,0.6%,i,1%,0.086,12,-6,4%,i,-0.3,2.3,0.11,702,-0.46
CC(O)c1nc2c(c(=O)n(C)c(=O)n2C)n1C (centres undefined),0.75,nt,1464,nt,nt,i,14%,0.13,nt,-6,7%,nt,-0.3,nt,0.37,726,0.3
O=C(CSc1nc2ccccc2[nH]1)N1CCCCC1,-0.04,7.1,1247,1.5,-4.5%,i,5%,-0.044,-4,11,2%,i,-0.16,3.0,1.4,716,-0.14
Cc1ccc(/C=N/NC(=O)c2ccncc2)s1,-2,nt,nt,nt,nt,i,-13%,0.88,nt,6,13%,nt,-0.2,nt,nt,753,0.39
Fc1ccccc1NC(=S)N/N=C/c1ccccc1Br,-2.1,9.4,968,1.6,-0.5%,i,1%,1.9,-6,12,6%,i,0.71,2.8,-0.77,758,2.1
COC(=O)Cc1ccc(NC(=S)NCc2ccc(OC)cc2)cc1,-0.1,9.0,1585,1.7,-0.3%,i,1%,0.015,16,1,0%,i,-0.23,3.9,-0.97,697,-0.2
O=c1c(-c2ccc(Cl)cc2)[n+]([O-])c2ccccc2n1OCc1ccccn1,0.13,4.6,1623,1.5,-3.9%,i,-5%,0.43,-27,nt,4%,i,-0.14,2.5,-0.19,nt,-0.26
N=C1C(=O)OCC1c1ccccc1NC(=O)Nc1ccccc1 (centres undefined),-0.65,3.7,1603,2.4,-1.1%,i,24%,-0.34,16,-1,-1%,i,-0.13,2.4,0.5,645,-0.45
O=C(CNS(=O)(=O)c1cccs1)Nc1ccc2c(c1)OCCO2,7.5,5.9,1025,2.0,2.1%,i,13%,-0.61,-9,5,3%,i,-0.3,1.7,2.1,741,-1.8
CN1CCN(C(=O)C(N)Cc2ccccc2)CC1 (centres undefined),-0.47,12,1297,2.6,-1.7%,i,24%,-0.36,-13,26,-15%,i,-0.14,2.7,0.06,648,0.33
CN(C)CCN(Cc1ccc(Cl)cc1)c1ccccn1,-0.18,10,nt,3.2,-3.0%,i,11%,1.2,11,-22,17%,i,-0.029,3.3,nt,657,1.8
COC(=O)c1cc(NC(=O)C2CC=CCC2C(=O)O)cc(C(=O)OC)c1 (centres undefined),-0.31,4.1,nt,2.5,-3.1%,i,29µM*,-0.35,4,-26,3%,i,-0.28,3.2,nt,689,-0.47
C/C(=N\NC(=O)c1ccc(N(C)C)cc1)c1ccc(C)cc1C,-0.28,2.0,1416,1.9,-2.6%,i,1%,-0.29,9,0,6%,i,-0.25,3.2,-0.2,750,-0.44
O=C(COC(=O)CCc1c[nH]c2ccccc12)NCc1ccc(Cl)cc1,-0.055,1.3,1367,2.1,-3.7%,i,-6%,0.46,7,0,6%,i,-0.26,3.1,0.04,667,0.75
CC(C)=CCN1CCN(Cc2ccc(Sc3nncn3C)o2)CC1CCO (centres undefined),-0.46,0.5,1438,2.2,-2.8%,i,3%,0.59,-19,1,5%,i,-0.14,3.5,0.04,715,1.7
c1ccc(CCn2c3ccccc3c3nnc(SCc4ccc5nonc5c4)nc32)cc1,2.5,11,785,3.5,1.0%,i,13%,-0.2,16,22,2%,i,0.17,2.9,-1.1,799,-0.49
COc1ccc(N2C(=O)CCC2=O)c(OC)c1,0.69,5.8,1218,2.3,nt,i,-7%,0.17,6,-1,-8%,i,-0.31,4.1,-0.46,673,-0.47
O=C(NCc1ccco1)c1cc2n(n1)C(C(F)(F)F)CC(c1ccc(Cl)c(Cl)c1)N2 (centres undefined),-1.4,11,1123,1.8,3.2%,i,2%,0.62,3,nt,3%,i,0.04,1.7,-0.09,nt,0.98
CCCc1cc2c(=O)c(-c3ccc4c(c3)OCCO4)c(C)oc2cc1OS(C)(=O)=O,-0.048,10,1201,1.8,-0.7%,i,-2%,-0.081,-26,?,4%,i,-0.2,2.7,0.15,nt,0.23
CCNc1nc(NCC)n2c(SCC(=O)Nc3ccccc3)nnc2n1,-0.28,7.3,1518,3.1,-1.3%,i,1%,0.67,5,15,4%,i,-0.3,1.2,-0.02,598,0.31
COc1ccc(S(=O)(=O)NC2CC(C)(C)NC(C)(C)C2)cc1C(C)C,1.6,nt,928,nt,nt,i,-9%,0.26,nt,-6,-6%,nt,-0.28,nt,0.4,690,-0.45
Cc1ccc(NC(=O)c2ccnc(C(C)(C)C)c2)cc1,-0.44,3.1,1129,2.4,-0.5%,i,8%,0.53,-7,19,-4%,i,-0.25,2.7,-0.16,737,0.94
O=C1CC(N2CCN(c3ccc(Cl)c(Cl)c3)CC2)C(=O)N1 (centres undefined),0.58,19,1622,2.5,-1.5%,i,3%,-0.018,-3,14,1%,i,-0.19,2.6,-0.08,707,-0.3
CCN(CC)c1nc(N)c2c(N)nc3c(c2c1C#N)CC(c1ccccc1)O3 (centres undefined),-1.1,9.4,nt,1.5,-0.9%,i,-10%,0.96,3,-22,13%,i,-0.028,3.7,nt,783,1.7
Cc1ccc2c(c1)C1OCCC1C1N2C(=O)C2C(C(=O)O)C3C=CC21O3 (centres undefined),0.78,46,1252,0.5,-0.7%,i,-4%,0.3,4,9,0%,i,0.52,1.5,0.76,803,-0.4
Cc1ccc(NC(=O)c2c(-c3ccccc3Cl)noc2C)nc1,0.49,nt,1445,nt,nt,i,0%,0.05,nt,-8,3%,nt,-0.32,nt,-0.4,701,0.039
Oc1ccc2ccccc2c1CN1CCN(c2ccccc2)CC1,-0.5,8.4,825,1.6,-3.0%,i,5%,0.45,-3,-3,1%,i,-0.18,2.1,0.15,720,0.69
CNc1ccc(Br)cc(C(=O)/C=C/c2ccc(OC)cc2OC)c1=O,-0.15,1.1,1296,4.7,-0.4%,i,14%,-0.32,-8,-62,10%,i,-0.28,4.4,0.38,656,-0.16
Cc1cccc(CN2C(=O)N/C(=C/c3ccc(C)s3)C2=O)c1,1,28*,nt,51*,1.3%,i,-4%,-0.12,-17*,-14,1%,+,5.6,53*,nt,799,-1.9
CC(C)c1ccc(/C=N/NC(=O)c2c(Cl)cnn2C)cc1,0.28,4.6,1155,3.3,-3.2%,i,19%,-0.17,-13,-2,-2%,i,-0.22,4.9,-0.17,697,0.16
COc1ccc(Cn2c(-c3ccc(C)cc3)nc3c(c(=O)c4ccccc4n3C)c2=O)cc1,1,11,1287,2.3,-2.3%,i,9%,0.13,4,-8,1%,i,-0.24,3.1,0.09,644,-0.29
